LEDGF integ inh: blocks HIV-1 LEDGF/p75-dependent DNA integration; 370,000 tested, 0.64% active; TR-FRET IN-LEDGF/p75 DNA integration, Eu/Cy5; AID 743269; inhibition, % at 3.7 µM;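 active means inhibition above the screen-wide mean plus 3 SD, cut at about 13% in these data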;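 further: signal is the Cy5 over europium emission ratio at 671 and 618 nm; 0% = plate median of compound wells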
HTRA1 inh: blocks human HTRA1 serine peptidase; Q92743; recombinant HTRA1, FP-rhodamine activity-based probe, fluorescence polarization; inhibition, % at 5.96 µM; 340,000 tested, 0.5% active; AID 504803; in the data active means inhibition above about 36%;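 further: 0% = enzyme with DMSO and 100% = wells lacking enzyme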
PRMT1 inh: inhibitors of human PRMT1. Q99873. recombinant PRMT1, activity-based probe fluorescence polarization. inhibition, % at 2.79 µM. 370,000 tested, 1.3% active;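 active means inhibition above about 21% made by adding two undisclosed values, limit read from the data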
Rev-erbA mod: modulators of human Rev-erb alpha DNA binding | P20393 | Rev-erbα–FITC-DNA binding, fluorescence polarization, 90 min | activity, % at 10 µM | 370,000 tested, 0.79% active;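 active means activity above about 14%, limit read from the data; passing the limit was not always enough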;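 further: 0% = DMSO wells with 35 nM protein and 100% = DMSO wells with 750 nM protein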
PG9 Ab binder: PG9 antibody binding by small molecule; TR-FRET gp120-PG9 antibody binding; inhibition, % at 6.7 µM; 360,000 tested, 0.43% active; AID 624416; in the data active means inhibition above about 8.5%
rCAG RNA binder: binds r(CAG) RNA repeats; 370,000 tested, 1.3% active; inhibition, % at 3 µM; r(CAG) RNA repeat, TO-PRO-1 dye displacement fluorescence;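 active means inhibition above the plate cutoff, the mean of all test compounds on that plate plus 3 SD, cut at about 35% in these data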;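 further: 0% = DMSO alone and 100% = 100 µM mitoxantrone as full dye displacement; higher means more dye released from RNA so lower well fluorescence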
SIAE inh: inhibitors of human sialic acid acetylesterase SIAE; Q9HAT2; SIAE FP-Rh probe binding, fluorescence polarization; inhibition, % at 9.66 µM; 370,000 tested, 0.69% active; AID 1053197;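 active means inhibition above a cutoff: mean of compounds within the control limits plus 3 SD of those, cut at about 17% in these data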;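 further: 0% = plate median of compound wells and 100% = probe without SIAE protein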
Target sequence (Q9HAT2 whole entry, looked up): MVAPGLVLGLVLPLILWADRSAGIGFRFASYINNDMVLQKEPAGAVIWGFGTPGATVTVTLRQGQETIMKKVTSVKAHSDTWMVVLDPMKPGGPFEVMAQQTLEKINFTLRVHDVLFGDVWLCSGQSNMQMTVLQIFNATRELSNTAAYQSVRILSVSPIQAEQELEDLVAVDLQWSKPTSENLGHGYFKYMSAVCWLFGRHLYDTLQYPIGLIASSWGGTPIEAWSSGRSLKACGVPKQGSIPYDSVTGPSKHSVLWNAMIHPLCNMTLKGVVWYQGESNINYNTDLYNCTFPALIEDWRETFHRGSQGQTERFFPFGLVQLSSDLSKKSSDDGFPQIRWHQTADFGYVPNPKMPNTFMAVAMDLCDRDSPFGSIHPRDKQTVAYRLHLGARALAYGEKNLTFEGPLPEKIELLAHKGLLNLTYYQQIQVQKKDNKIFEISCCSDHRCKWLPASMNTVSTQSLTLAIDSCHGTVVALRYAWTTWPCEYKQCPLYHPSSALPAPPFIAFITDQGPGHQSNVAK
TCR CD3 inh: inhibitors of human TCR-CD3 interaction | TAMRA-labeled TCR probe fluorescence, biochemical | inhibition, % at 9.4 µM | 360,000 tested, 0.37% active; in the data active means inhibition above about 19%;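 further: recombinant mutant TCR 2C K166C tagged with TAMRA read by polarization; 0% = receptor in buffer alone and 100% = receptor with positive control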
ABHD4 inh: inhibits mouse alpha/beta hydrolase domain 4. Q8VD66. purified mABHD4, FP-Rh probe fluorescence polarization. inhibition, % at 8.92 µM. 370,000 tested, 0.54% active;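 active means inhibition exceeding the mean over every tested compound plus 3 SD, cut at about 30% in these data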;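 further: 0% = plate median of compound wells and 100% = S159A mutant with DMSO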
Target sequence (Q8VD66 whole entry, looked up, the tested form may be a part): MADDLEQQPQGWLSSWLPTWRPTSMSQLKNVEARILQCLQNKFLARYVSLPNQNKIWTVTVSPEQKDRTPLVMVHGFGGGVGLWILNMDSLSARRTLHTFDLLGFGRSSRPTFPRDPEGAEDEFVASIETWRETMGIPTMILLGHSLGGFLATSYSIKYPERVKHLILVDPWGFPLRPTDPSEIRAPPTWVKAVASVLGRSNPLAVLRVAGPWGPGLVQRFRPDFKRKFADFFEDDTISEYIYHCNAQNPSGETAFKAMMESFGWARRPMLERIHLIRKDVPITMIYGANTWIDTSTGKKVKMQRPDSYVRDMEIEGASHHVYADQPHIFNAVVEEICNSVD
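Test system: mouse ABHD4 enzyme, wild type. Reagent: FP-Rh fluorescent activity-based probe, added after compound pre-incubation. Timing: pre-incubation 45 min, probe exposure 60 min, at 25 °C. Technique: FP readout, ex 525 nm / em 598 nm. Benchmarks: high control S159A mutant with DMSO, low control median of compound wells.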
TDP2 absorb: TDP2 (human) inhibition, absorbance primary screen. inhibition, % at 12.8 µM. O95551. 370,000 tested, 0.34% active. recombinant TDP2, T5PNP hydrolysis, p-nitrophenol absorbance 415 nm;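 active means inhibition above the mean of all tested compounds plus 3 SD, set per campaign, cut at about 25% in these data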;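 further: 0% = DMSO with enzyme and 100% = buffer with substrate but no TDP2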
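System: recombinant human TDP2 / Amount: 120 nM TDP2 per well / Also added: 5 mM T5PNP chromogenic substrate / Doses: 12.8 µM single point, 1% DMSO / Incubation: 2 h at 37 °C / Detection: p-Nitrophenol epi absorbance / Evaluation: % inhibition relative to enzyme-containing and enzyme-free wells / Repeats: singlicate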
Numbers without * were called inactive; nt = no result given.

SMILES	LEDGF integ inh	HTRA1 inh	PRMT1 inh	Rev-erbA mod	PG9 Ab binder	rCAG RNA binder	SIAE inh	TCR CD3 inh	ABHD4 inh	TDP2 absorb
CS(=O)(=O)N1CCCCC1c1cc(C(=O)NCc2ccc(Cl)c(Cl)c2)no1 (stereo unspecified)	-0.6	nt	-2.2	-3.3	1.1	1.8	-2.5	-0.5	-1.4	0.8
CC1(C)CC(=O)C(CC(=O)Nc2cc(C(F)(F)F)ccc2Cl)C(=O)C1	0.1	6.2	-0.8	-2.6	-0.2	1.1	6.3	4.6	2.3	4.7
Cn1c(N)c(C(=O)COC(=O)C2CC(O)CN2S(=O)(=O)c2ccc(Cl)cc2)c(=O)n(C)c1=O (stereo unspecified)	5.7	-6.7	-3.2	0.9	-0.1	2.8	-4.6	7.4	-2.5	1.4
CC#CCN(CC#CC)S(=O)(=O)c1ccc(-n2cnnn2)c(OC)c1	-6.6	2.4	3.4	-0.3	1.3	-4.7	-3.0	-2.1	-2.6	6.8
N#Cc1sc(C(N)=O)c(-c2ccccc2)c1-c1ccccc1	3.5	1.2	0.2	6.0	-1.7	-1.2	-5.8	4.8	-3.5	0.1
O=C1NC(=O)/C(=C/c2ccccc2OCc2ccccc2)S1	2.9	-51.3	3.8	-8.9	-0.3	67.1*	-19.9	6.6	-31.4	25.4*
CCN1C(=O)c2ccc(C(=O)O)cc2C1=O	0.5	-0.7	-1.5	3.7	-1.1	1.2	-6.6	4.5	4.3	5.3
CC(=O)Nc1ccc(N2CCOCC2)c([N+](=O)[O-])c1	2.3	5.4	-0.5	-1.9	-1.6	-0.9	1.9	4.0	-3.9	8.2
CC1(c2nnc(Cc3ccccc3)o2)CC(c2ccccc2F)=NO1 (stereo unspecified)	1.6	-9.8	0.8	-3.7	-3.6	-3.7	1.4	5.4	-6.8	-7.2
O=C(NCC(c1ccco1)N1CCOCC1)c1cccc(Cl)c1 (stereo unspecified)	-0.6	3.8	3.3	-5.0	1.8	-6.7	4.3	-2.5	-0.8	4.2
CCOC(=O)c1c(NC(=S)Nc2ccccc2C)sc2c1CCC2	-3.5	2.0	1.8	7.6	1.7	9.5	0.1	-7.5	-7.1	-3.2
O=S1(=O)CC2c3ccccc3CCN2CN1CCc1ccccc1 (stereo unspecified)	-0.2	nt	-1.0	3.7	nt	-0.1	7.0	nt	0.6	1.4
Cc1cc(OC(C)C(=O)NCc2ccccn2)c2c(C)c(Cc3ccccc3)c(=O)oc2c1 (stereo unspecified)	-1.2	-0.1	-1.3	86.3*	0.4	-2.1	-0.5	5.8	2.7	0.8
CCOC(=O)c1c(C)[nH]c(C(=O)CSc2nnc(Nc3ccccc3F)s2)c1C	1.7	-14.4	1.1	-5.1	-2.8	8.3	-20.6	5.1	-1.8	-3.1
COC(=O)[C@]12CCCCC=C1N(Cc1ccc3c(c1)OCO3)C(=O)[C@H](CC(=O)N1CCN(C(=O)C3CC3)CC1)C2	-1.2	nt	-2.7	2.0	1.4	1.6	12.0	-0.6	0.8	5.3
CCCSc1ccc(-c2nn(-c3ccccc3)cc2/C=C(/C#N)C(=O)N2CCOCC2)cc1	-3.0	-32.0	1.3	3.3	1.1	7.5	-7.7	-5.5	0.5	-7.2
CCc1n[nH]c(=S)n1/N=C/c1cc(Br)c(O)c(OC)c1	3.2	5.0	1.3	-3.4	0.5	-1.7	4.3	4.3	0.5	-6.1
Cc1ccc(CN2CCCCC(NC(=O)c3ccc(F)c(F)c3)C2=O)cc1 (stereo unspecified)	1.7	nt	3.3	2.6	nt	4.0	0.4	nt	-1.7	8.8
CC1(C)CC(=O)c2cc(N=C/C(C(=O)c3ccccc3)=C(\O)c3ccccc3)c(=O)oc2C1	-3.7	7.8	-1.1	-2.6	0.1	1.6	17.2*	6.2	2.7	0.8
O=S(=O)(O)c1ccc(N2N=C(c3ccccc3)CC2c2ccccc2)cc1 (stereo unspecified)	9.7	-5.5	3.3	-2.8	-1.1	78.5*	-3.0	2.8	-16.8	-11.2
Cc1cc(N)ccc1NC(=O)CN1CCOCC1	-6.3	-1.4	1.8	1.9	0.0	-4.0	3.6	-1.7	1.7	-11.4
CCOC(=O)C1CCN(C(=O)CSc2ccc(Cl)cc2)CC1	0.0	-5.6	1.2	-4.0	-3.1	-5.7	-1.0	5.3	2.1	6.1
COc1ccc(/C=C(\NC(=O)c2ccc(C)cc2)C(=O)NCCCn2ccnc2)cc1OC	-6.5	-0.3	2.7	1.4	-0.5	-3.1	-0.8	-3.9	5.1	4.9
O=c1cc(Cn2ccnc2)c2cc3c(cc2o1)CCC3	-2.6	-5.9	-1.0	2.0	-1.9	1.1	6.8	-5.4	-2.6	-3.3
CCOC(=O)Nc1nnc(-c2cccc(OC)c2)s1	1.2	-3.7	-2.3	-2.6	0.8	5.7	2.8	-4.5	0.1	5.6
ON/C=N/C(=S)Nc1ncc(C(F)(F)F)cc1Cl	0.2	-3.1	0.7	-2.1	0.6	-1.4	7.4	3.0	0.5	1.2
C=CCN1C(=O)C(=O)N(Cc2nc3ccccc3s2)C1=O	-0.1	-4.0	-0.3	2.5	0.1	2.5	-4.5	-0.4	0.4	-3.0
Cc1ccc(NC(=O)Nc2ccnc(-c3cccnc3)n2)cc1	-5.9	-7.2	2.0	0.4	2.0	3.3	-13.8	-9.5	-4.7	-6.2
COCCN(CC(=O)Nc1cccc(C)c1C)C(=O)Cc1ccsc1	-3.1	-2.3	3.6	-0.8	-0.7	1.6	6.1	-1.1	0.7	9.9
Cc1ccc(O)c(C(=O)c2cc(C#N)c(=O)n(-c3nccs3)c2)c1	7.4	-15.9	39.4*	11.1	-1.7	-103.2	-12.9	-6.0	-1.1	-8.0
Cc1cccc(NC(=O)CSCC(=O)Nc2cccc3ncccc23)c1	-1.4	1.2	6.6	3.4	1.8	2.0	0.3	-4.5	-5.7	-10.8
Cc1cccc(Cl)c1OCCCN1CCOCC1	1.7	-3.3	-3.6	-2.0	0.1	-5.7	-4.8	2.0	3.3	10.7
O=C(NNS(=O)(=O)c1ccccc1F)c1cc(-c2ccccc2)n[nH]1	-0.3	3.9	-1.1	-0.1	-0.8	0.2	5.4	9.0	0.2	-11.7
O=C(COC(=O)/C=C/c1ccccc1)Nc1ccccc1Br	2.5	2.7	2.2	-4.9	-0.2	-5.0	-3.1	0.6	-0.5	1.8
CC(=O)N1CCN(CC(=O)Nc2sccc2C#N)CC1	-4.3	6.6	0.8	-3.8	-0.3	0.8	2.9	-1.0	4.8	22.5
COc1ccc(CCNC(=O)c2nnn(-c3ccc4c(c3)OCCO4)c2N)cc1OC	4.7	0.6	-3.6	nt	0.1	-6.6	4.8	-2.2	-7.9	12.3
COC(=O)[C@]1(CNC(=O)NCCc2ccc(OC)c(OC)c2)CC(=O)N(C)[C@@H]1c1ccccc1	2.5	nt	-0.7	-3.2	nt	-1.6	-1.1	nt	3.7	-2.4
COc1ccc(S(=O)(=O)NCc2ccc(C(=O)N3CCN(c4ccccn4)CC3)cc2)cc1	2.0	-3.6	-1.9	-0.6	0.4	-7.0	-1.6	2.1	1.3	5.9
Cc1cccc(N2CCN(C(=O)CCNS(=O)(=O)c3cccs3)CC2C)c1 (stereo unspecified)	-4.2	8.4	3.1	1.1	0.2	1.2	2.9	-1.7	2.6	2.3
O=C1CCc2cc(S(=O)(=O)NCc3ccc(Cl)cc3)cc3c2N1CC3	0.7	-1.7	-0.4	1.2	0.2	-10.8	-8.4	7.7	1.0	-7.9
CCCc1nc2ccccc2c(C(=O)OC(C)C(=O)NCc2ccc3c(c2)OCO3)c1CC (stereo unspecified)	-3.1	-32.1	-0.6	-1.6	-3.8	1.9	-8.6	-1.5	-16.4	-9.4
C=CCN(c1ccccc1)S(=O)(=O)c1cccc(C(=O)Nc2ccncc2)c1	-5.1	-19.3	-0.7	1.1	2.7	-2.5	-4.9	-2.6	-6.6	-4.9
CCCCn1c(N)c(N(CC(C)C)C(=O)c2oc3ccc(OCC)cc3c2C)c(=O)[nH]c1=O	-7.5	-7.4	4.2	1.6	2.5	3.1	-3.2	-1.4	1.3	-7.5
O=C(Nc1nc2ccccc2[nH]1)c1cccc(S(=O)(=O)N2CCOCC2)c1	-0.6	-1.1	4.6	-5.3	-2.0	-0.6	2.3	2.6	-3.5	3.2
COCC(C)NC(=S)Nc1ccccc1[N+](=O)[O-] (stereo unspecified)	0.0	0.7	6.9	-0.4	-0.9	-2.4	6.9	-4.4	2.9	0.7
CCCc1ccc(OCC(=O)Nc2cc(S(=O)(=O)CC)ccc2O)cc1	3.9	-3.2	-2.5	-1.7	-1.0	35.5*	-1.5	-3.4	-17.3	-2.0
O=C(CSc1nc2ccc(Cl)cc2[nH]1)NCCc1ccc(Cl)cc1	-0.6	-23.4	1.2	11.6	-0.4	3.5	-3.9	-4.1	-0.6	-2.6
O=c1c2ccccc2nc(-c2ccccc2)n1CCN1CCOCC1	-0.4	-4.2	-3.1	5.5	-0.4	-2.4	-1.9	4.4	-0.1	-2.8
O=C1CCc2cc(S(=O)(=O)NC3CCCCC3)cc3c2N1CC3	0.6	3.8	4.8	6.2	1.2	1.8	-9.2	0.6	-2.5	-6.2
CN(C)c1ccc2c3c(ccc(N(C)C)c13)COC2	-2.1	0.2	-1.5	-2.9	-0.4	6.4	3.9	2.8	6.6	8.2

The listing continues:
SMILES	LEDGF integ inh	HTRA1 inh	PRMT1 inh	Rev-erbA mod	PG9 Ab binder	rCAG RNA binder	SIAE inh	TCR CD3 inh	ABHD4 inh	TDP2 absorb
CCCCOC(=O)c1ccc(NC(=O)CSCc2n[nH]c(=O)[nH]2)cc1	-1.6	-5.8	0.2	-0.5	0.9	-0.7	1.2	-2.5	6.9	5.5
CC(C)Sc1cc(N2CCOCC2)nc(-c2ccccc2)n1	3.1	-2.2	1.8	-0.7	0.4	-3.7	-5.2	0.6	0.4	2.7
O=C1Nc2ccccc2C12OC1CCCCC1O2 (stereo unspecified)	1.2	11.7	3.5	2.8	-0.9	5.2	-2.4	1.0	4.5	1.1
COc1ccc(OCc2cc(C(=O)NCCc3ccccc3)no2)c(Cl)c1	-0.7	-7.6	-0.8	0.8	-1.1	-0.1	4.8	-6.0	-11.6	8.0
Nc1c(C(=O)NCc2ccco2)sc2nc3c(cc12)C(=O)CCC3	10.0	15.8	9.2	-10.3	1.2	20.5	4.4	0.6	21.5	17.3
Cc1cc(=O)oc2cc(NC(=O)c3ccccc3Cl)ccc12	-0.3	-9.4	-1.6	7.3	-1.7	2.8	-8.1	10.4	-0.6	6.3
Cc1c(OC(C)C(=O)NCCCN2CCCC2=O)ccc2c3c(c(=O)oc12)CCCC3 (stereo unspecified)	-4.0	4.1	2.6	1.7	-0.7	-6.3	-0.1	-1.0	5.0	8.7
C=CCN1C(=Nc2ccccc2)SC/C1=C\C(=O)OC	-1.8	-8.4	0.6	1.2	-0.2	-3.7	-2.6	-4.5	-3.7	2.9
CSc1cnn(Cc2ccccc2)c(=O)c1SCc1ccccc1	1.0	-22.4	74.3*	2.4	0.0	-2.0	-2.5	-5.2	-1.8	-5.1

Screening data from PubChem.

Only part of the results is shown, so the mix of outcomes need not match the whole.
